Source: PubChem
GPR7 antag: blocks human GPR7 receptor signaling | P48145 | GPR7-expressing cells, fluorescence antagonist assay | inhibition, % at 4.4 µM | 290,000 compounds, 1.1% hits | AID 1861; in the data active = inhibition above about 16%, passing the limit was not always enough;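 note: cells stimulated with the agonist NPW; 0% = agonist with vehicle and 100% = vehicle without agonist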
PHOSPHO1 block: PHOSPHO1 (human) inhibition; Q8TCT1; recombinant PHOSPHO1, absorbance phosphatase assay; inhibition, % at 13.3 µM; 290,000 compounds, 1.1% hits; in the data active = inhibition above about 60%
MEKK3 PB1 HTS: raises or lowers MEK5 binding to the human MEKK3 PB1 domain | Q99759 | AID 1529 | 290,000 compounds, 1.4% hits | binding response (% of control), % at 10 µM | bead-based flow cytometry, Alexa488-MEK5 binding to MEKK3; actives lie on both sides; 0 = blocked by unlabeled MEK5, 100 = vehicle;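 active = binding response more than 3 SD above or below the average of its plate-row segment, actives on both sides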;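 note: Alexa488 bead fluorescence after subtracting the streptavidin-only scavenger bead signal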
Target sequence (Q99759 whole entry, looked up, the tested form may be a part): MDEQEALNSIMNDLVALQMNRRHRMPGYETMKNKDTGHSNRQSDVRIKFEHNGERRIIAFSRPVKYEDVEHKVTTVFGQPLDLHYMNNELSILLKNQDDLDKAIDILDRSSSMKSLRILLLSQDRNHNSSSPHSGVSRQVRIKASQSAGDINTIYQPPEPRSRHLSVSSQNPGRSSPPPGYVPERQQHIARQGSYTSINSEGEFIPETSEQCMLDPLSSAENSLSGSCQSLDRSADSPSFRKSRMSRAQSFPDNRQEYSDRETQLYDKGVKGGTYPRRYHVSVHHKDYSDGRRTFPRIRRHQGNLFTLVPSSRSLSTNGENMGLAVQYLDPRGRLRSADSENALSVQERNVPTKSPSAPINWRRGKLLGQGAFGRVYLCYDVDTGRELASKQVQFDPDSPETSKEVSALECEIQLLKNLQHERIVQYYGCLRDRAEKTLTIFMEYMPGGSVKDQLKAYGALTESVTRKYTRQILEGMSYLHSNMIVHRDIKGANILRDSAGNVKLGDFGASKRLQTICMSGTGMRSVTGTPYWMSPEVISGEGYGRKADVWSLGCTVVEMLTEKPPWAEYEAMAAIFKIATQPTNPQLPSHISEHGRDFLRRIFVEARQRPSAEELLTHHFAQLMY
V1aR counter: activates human V1a receptor in oxytocin agonist counter-screen. P37288. CHO-V1R cells, Fluo-8 calcium fluorescence, agonist mode; 0% DMSO, 100% 3 nM vasopressin. activation, % at 3 µM. 320,000 compounds, 0.25% hits;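 active = activation above the mean activation of all tested compounds plus 3 SD, per screening run, cut at about 20% in these data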;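 note: signal is peak over basal fluorescence ratio across a 100 second FLIPR read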
OXTR agonist: agonists of human oxytocin receptor; AID 2435; P30559; 320,000 compounds, 0.32% hits; CHO-OTR cells, Fluo-8 calcium fluorescence; normalized: DMSO 0%, oxytocin 100%; activation, % at 3 µM;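 active = activation above the mean of all tested compounds plus 3 SD, cutoff set per screening run, cut at about 20% in these data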;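 note: peak over basal fluorescence ratio from a 100 s FLIPR kinetic read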
Target sequence (P30559 whole entry, looked up): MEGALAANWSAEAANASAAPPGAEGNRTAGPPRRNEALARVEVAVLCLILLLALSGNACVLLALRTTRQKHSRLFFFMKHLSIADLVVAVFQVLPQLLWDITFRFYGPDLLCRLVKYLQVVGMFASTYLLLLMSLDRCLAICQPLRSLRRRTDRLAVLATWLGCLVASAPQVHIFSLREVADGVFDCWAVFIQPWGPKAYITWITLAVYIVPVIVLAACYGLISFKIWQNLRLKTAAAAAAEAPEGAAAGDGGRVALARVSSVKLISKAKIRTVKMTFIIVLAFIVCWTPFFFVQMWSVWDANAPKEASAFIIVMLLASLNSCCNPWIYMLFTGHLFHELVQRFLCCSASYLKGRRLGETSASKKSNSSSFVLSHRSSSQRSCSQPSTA
GalR3 antagonist: blocks the human galanin receptor 3. 360,000 compounds, 0.44% hits. HEK293 GalR3-CNG cAMP membrane potential fluorescence; galR3 body fused to GalR1 C-terminus. inhibition, % at 3 µM;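 active = inhibition above the screen-wide average plus 3 SD, cut at about 13% in these data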;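 note: forskolin and galanin both at EC90 stimulate the cells; cAMP rise reported by CNG channel membrane potential dye signal; 0% = forskolin plus galanin with DMSO and 100% = forskolin alone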
MEKK2 mut-MEK5: signal of MEK5 binding to mutant human MEKK2 PB1 domain; 290,000 compounds, 0.35% hits; bead flow cytometry, Alexa488-MEK5 binding to MEKK2 mutant; percent response, % at 10 µM; AID 1530; in the data active = percent response above about 24%, passing the limit was not always enough; note: inactives centre near 1; some results filed as inactive read as strong as hits; reference of the scale not given here
MEKK2wt PB1 HTS: raises or lowers MEK5 binding to wildtype human MEKK2 PB1 domain; bead flow cytometry, Alexa488-MEK5 binding to MEKK2 WT; actives lie on both sides; Q9Y2U5; binding response (% of control), % at 10 µM; 290,000 compounds, 1.1% hits; in the data active = binding response below about 67% or above about 130%
NALP1 inh: blocks the NALP1 inflammasome reconstituted in yeast | inhibition, % at 10 µM | S. cerevisiae NALP1/ASC/caspase-1 growth, X-gal OD620, 72 h | 280,000 compounds, 0.61% hits; in the data active = inhibition mostly above about 24%, no sharp cut-off; inactive = mostly below about 32%; note: some compounds called inactive have numbers as strong as hits
* marks the source's active call; other numbers are inactive results; / = not tested or not shown; & = joins results of further samples; ! = not confirmed by another sample; [ ] = dose if it differs, or a comment.

1. O=C(NCc1ccc(C(=O)N2CCC3(CC2)OCCO3)cc1)c1ccc2c(c1)OCO2
2. CCC(=NC1CC1)c1c(O)n(-c2ccc(OC)cc2)c(=O)[nH]c1=O
3. COc1ccccc1OCCCn1cc(C(=O)c2ccco2)c2ccccc21
4. O=C(c1ccc(CS(=O)(=O)c2ccc(Br)cc2)o1)N1CCC2(CC1)OCCO2
5. Cc1ccccc1-n1c(C)nc2sccc2c1=O
6. COc1ccc(-n2c(O)c(C(C)=NCCc3c[nH]c4ccccc34)c(=O)[nH]c2=O)cc1
Compound	1	2	3	4	5	6
GPR7 antag	0	-2	-13	-1	-4	-7
PHOSPHO1 block	34	15	14	2	14	6
MEKK3 PB1 HTS	105	108	103	99	2.0*[inhibitor]	105
V1aR counter	0.8	0.2	0.6	0.0	0.7	0.4
OXTR agonist	0.5	-0.5	-1.1	-1.2	-0.4	0.7
GalR3 antagonist	0	0	-6	-4	-4	-4
MEKK2 mut-MEK5	0	13	-1	1	-18	5
MEKK2wt PB1 HTS	100	106	98	96	3.0*[inhibitor]	102
NALP1 inh	8	-1	28	-3	9	3

7. CC1CCC(C(C)C)C(OP(N)(=O)c2ccccc2)C1 (centres undefined)
8. Cc1ccc(N2C(=O)NC(=O)/C(=C/c3ccc(-c4ccc(C(=O)O)c(Cl)c4)o3)C2=O)cc1
9. CCOP(=O)(OCC)C(O)c1ccc(Br)cc1 (centres undefined)
10. CCOc1ccc(NC(=O)c2c(O)[nH]c(=O)[nH]c2=O)cc1
11. O=c1[nH]c(=S)n(-c2ccccc2)c(O)c1C=NCCN1CCNCC1
12. COC(=O)C(c1ccccc1)N1CCCCCC1 (centres undefined)
Compound	7	8	9	10	11	12
GPR7 antag	0	1	-6	/	-16	-9
PHOSPHO1 block	-4	-1	7	/	18	-6
MEKK3 PB1 HTS	101	107	109	96	105	108
V1aR counter	-1.6	0.7	0.7	0.5	/	-0.1
OXTR agonist	-1.8	1.7	-0.2	-0.6	/	-1.7
GalR3 antagonist	-5	-3	/	-10	-8	4
MEKK2 mut-MEK5	0	-11	13	0	3	18
MEKK2wt PB1 HTS	100	90	120	104	103	105
NALP1 inh	18	-7	26	/	-3	/

13. COc1ccc(C(=O)NC(=S)N2C[C@H]3C[C@H](C2)c2cccc(=O)n2C3)cc1OC
14. Nc1c(C(=O)OC2CCCCC2)c2nc3ccccc3nc2n1CC1CCCO1 (centres undefined)
15. O=C1NC(=O)N(Cc2ccco2)C(=O)/C1=C/c1cccn1CCOc1ccccc1Cl
16. CCOC(=O)C1(CCc2ccccc2)CCN(CC(O)CO)CC1 (centres undefined)
17. CCC(CC)C1C(C#N)=C(N)Oc2c1c(=O)oc1ccccc21 (centres undefined)
18. N#Cc1ccccc1Cn1cc(C(=O)c2ccco2)c2ccccc21
Compound	13	14	15	16	17	18
GPR7 antag	0	2	-5	-11	9	-5
PHOSPHO1 block	34	8	6	36	13	4
MEKK3 PB1 HTS	102	/	104	99	111	94
V1aR counter	-0.6	-1.8	-0.7	0.6	3.9	0.2
OXTR agonist	0.9	-1.9	-2.7	-0.5	3.6	-1.6
GalR3 antagonist	-5	-3	2	-1	-4	-4
MEKK2 mut-MEK5	-1	/	10	5	3	-7
MEKK2wt PB1 HTS	98	/	104	102	106	93
NALP1 inh	-15	-4	15	-1	8	33

19. CC(O)(CS(=O)(=O)c1ccccc1)C(=O)Nc1cccc(C(F)(F)F)c1 (centres undefined)
20. CC12CCCCC1=[N+]([O-])CN2O (centres undefined)
21. CCCCn1c(O)c(/C=N/N2CCCCC2c2cccnc2)c(=O)[nH]c1=S (centres undefined)
22. CCOC(=O)[C@@]1(C#N)[C@@H]2C=CC(C(N)=O)=CN2[C@@H](C(N)=O)[C@@H]1c1cccc(Cl)c1
23. CCN(CC)S(=O)(=O)N1CCC(C(=O)N2CCC3(CC2)OCCO3)CC1
24. Cc1ccc(C)c(NC2=NCCCS2)c1
Compound	19	20	21	22	23	24
GPR7 antag	-9	-4	-3	11	-3	1
PHOSPHO1 block	-9	4	-16	-3	-10	4
MEKK3 PB1 HTS	99	98	98	103	97	102
V1aR counter	-0.2	1.1	-0.6	0.2	-0.1	2.1
OXTR agonist	-0.6	0.6	-1.2	1.0	0.8	0.0
GalR3 antagonist	-3	-4	-7	0	2	-1
MEKK2 mut-MEK5	7	-1	6	5	-3	6
MEKK2wt PB1 HTS	105	94	103	104	96	101
NALP1 inh	12	22	14	7	2	22

25. O=C(CN1CCOCC1)c1ccc2cc[nH]c2c1
26. COc1cc(CN=Cc2c(O)n(C(C)(C)C)c(=O)[nH]c2=O)cc(OC)c1
27. CC1CN(CC(=O)c2ccccc2Cl)CC(C)O1 (centres undefined)
28. CCCCOC(=O)COc1cc(C)cc2oc(=O)c3c(c12)CCC3
29. CNC(=O)N(C)c1nnc(C(C)(C)C)s1
30. Cc1ccc(S(=O)(=O)N2CCCC(C(=O)N3CCC4(CC3)OCCO4)C2)cc1 (centres undefined)
Compound	25	26	27	28	29	30
GPR7 antag	-5	-2	-1	-4	-1	-2
PHOSPHO1 block	-17	3	41	5	29	16
MEKK3 PB1 HTS	109	102	104	110	101	101
V1aR counter	0.0	-0.7	1.5	-1.1	0.1	1.6
OXTR agonist	-0.1	-2.4	-0.7	-1.9	0.4	2.5
GalR3 antagonist	/	-5	-11	-4	-3	-6
MEKK2 mut-MEK5	8	0	3	2	7	5
MEKK2wt PB1 HTS	108	98	109	107	106	108
NALP1 inh	15	-10	29	3	12	4

31. CCN(CC)C(=O)c1ccc(NC(=O)Cn2nc(C)c3ccccc3c2=O)cc1
32. CC(C)(C)n1cccc1/C=C1\C(=O)NC(=O)N(c2ccccc2)C1=O
33. COc1cc(C(=O)OC2C[C@H]3CC[C@@H](C2)N3)ccc1O (some centres undefined)
34. CSc1ccc(CNC2CN3CCC2CC3)cc1 (centres undefined)
35. O=C1NC(=O)N(Cc2ccccc2)C(=O)/C1=C/c1cnc(-c2ccccc2)nc1
36. CC1(C)CC(n2[nH]c(=O)c3c2NC(=O)CSC3c2ccc(F)cc2)CCO1 (centres undefined)
Compound	31	32	33	34	35	36
GPR7 antag	0	6	-5	-13	-14	-3
PHOSPHO1 block	11	-5	-2	28	0	-2
MEKK3 PB1 HTS	96	79	99	108	94	109
V1aR counter	-0.1	1.0	-0.5	0.1	0.8	0.6
OXTR agonist	-0.5	-0.6	1.3	0.4	1.2	0.3
GalR3 antagonist	-4	1	-9	-7	-1	2
MEKK2 mut-MEK5	0	-2	5	5	-12	5
MEKK2wt PB1 HTS	94	91	111	106	86	110
NALP1 inh	21	36	5	-4	-20	2

37. CP(=O)(O)CN1CCCCC1
38. COC(=O)Cn1cc(/C=C2\C(=O)NC(=O)N(c3ccccc3)C2=O)c2ccccc21
39. C/C(=N\NC(=O)c1ccccc1Cl)c1c(O)n(C2CCCCC2)c(=O)[nH]c1=O
40. CCC(=Nc1ccc(OC)cc1OC)c1c(O)n(C2CCCCC2)c(=O)[nH]c1=O
41. Brc1ccc(CN2CCNCC2)s1
42. C/C(=N\N1CCCCC1c1cccnc1)c1c(O)n(C2CCCCC2)c(=S)[nH]c1=O (centres undefined)
Compound	37	38	39	40	41	42
GPR7 antag	-1	-23	2	-11	5	-4
PHOSPHO1 block	36	29	24	-12	11	-12
MEKK3 PB1 HTS	93	101	101	95	106	119
V1aR counter	1.3	1.5	-0.1	-0.8	0.2	1.9
OXTR agonist	0.1	1.0	-2.7	-1.7	0.7	2.4
GalR3 antagonist	-8	-9	-8	-3	-5	-1
MEKK2 mut-MEK5	-4	4	0	-10	5	1
MEKK2wt PB1 HTS	90	103	100	91	107	103
NALP1 inh	2	12	-6	30	-1	12

43. COc1ccc(CNC(=O)/C=C/c2ccc3[nH]cc(CCN(C)C)c3c2)cc1
44. O=P(NCc1ccccc1)(Oc1ccccc1)Oc1ccccc1
45. CC12CC[C@H]3[C@@H](CCC4(O)C[C@H](O)CCC34/C=N/NC(=O)c3ccc(O)cc3)C1(O)CCC2C1=CC(=O)OC1 (some centres undefined)
46. O=c1cccc2n1CC1CC2CN(S(=O)(=O)c2ccccc2)C1 (centres undefined)
47. NC1CCCCC1N=Cc1c(O)n(Cc2ccc(F)cc2)c(=O)[nH]c1=O (centres undefined)
48. CCn1c(=O)cc(OCC(=O)N2CCN(Cc3ccc4c(c3)OCO4)CC2)c2ccccc21
Compound	43	44	45	46	47	48
GPR7 antag	/	10	7	-14	-20	-7
PHOSPHO1 block	27	-16	8	-4	-4	32
MEKK3 PB1 HTS	98	96	101	103	104	96
V1aR counter	1.0	1.9	-0.5	0.8	-1.6	1.3
OXTR agonist	0.1	-2.3	-0.1	-1.4	-0.8	-0.1
GalR3 antagonist	-5	-5	-5	-6	-6	-5
MEKK2 mut-MEK5	7	0	-1	3	6	-9
MEKK2wt PB1 HTS	107	92	100	104	105	92
NALP1 inh	5	22	/	3	21	2

49. O=C(CN1CC=C(c2ccccc2)CC1)NC(=O)NCc1ccco1
50. O=C(c1cccc(C(F)(F)F)c1)C1CCCN(Cc2ccccc2O)C1 (centres undefined)
51. COc1cc(C)cc(CN2CC=C(c3ccccc3)CC2)c1O
52. Clc1ccc(CN2CCNCC2)cc1
53. CCOC(=O)c1cn2nc(OP(=S)(OCC)OCC)cc2nc1C
54. CC[C@@H](CO)NC(=O)[C@@H]1C=C2c3cccc4c3c(cn4C)C[C@H]2N(C)C1
55. Cc1cc(O)c2c(C)c(CC(=O)N3C[C@H]4C[C@@H](C3)c3cccc(=O)n3C4)c(=O)oc2c1
56. CCN(CC)c1ccc(N=Cc2c(O)n(-c3ccc(Cl)cc3)c(=O)[nH]c2=O)cc1
57. CN(C)C(=O)Oc1ccc2c(c1)O/C(=C\c1ccccc1)C2=O
Compound	49	50	51	52	53	54	55	56	57
GPR7 antag	-5	2	-4	-14	-14	-6	11	-11	-12
PHOSPHO1 block	15	51	-16	14	3	-11&-14	29	-5	/
MEKK3 PB1 HTS	99	112	104	102	101	66*![inhibitor]	103	105	102
V1aR counter	-0.4	-0.3	-0.7	0.4	-0.6	0.8&-0.7&1.8	-0.4	2.2	0.0
OXTR agonist	-1.3	-2.1	-1.2	-0.1	-0.1	0.1&-1.4&-1.1	0.8	0.2	-1.7
GalR3 antagonist	-6	0	-5	-10	7	-4	-4	0	-9
MEKK2 mut-MEK5	2	7	-1	3	2	7&3	2	6	5
MEKK2wt PB1 HTS	100	112	98	103	102	38*![inhibitor]	103	107	107
NALP1 inh	17	8	-6	15	15	17&3	21	6	-1

A portion of the library; the hit share may differ from the screen's.
